SR-BI DiI-HDL act: activators of SR-BI mediated HDL lipid uptake. CHO ldlA[mSR-BI] cells, DiI-HDL uptake fluorescence, 3 h; 100 = double the neutral-control signal. activation, % at 12.5 µM. actives 0.096% (n = 320,000). AID 504775;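 active means mean replicate activation of at least 60% and every replicate at or above 60%; inconclusive means mean or all-replicate condition met, but not both; inactive means mean below 60% and not all replicates reaching 60%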;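 further: 0% = median plate neutral-control signal and 100% = twice that signal; values of inactives mirror those of a sister screen read the other way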
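System: CHO ldlA[mSR-BI] cells / Medium: HEPES-buffered (25 mM, pH 7.4) F12 plus 0.5% BSA / Probe or stimulus: labelled HDL, 10 µg/mL / Doses: single compound concentration, delivered by pin transfer / Schedule: 3 h, 37 °C / Measured by: DiI fluorescence, bottom read / Measure: cell-associated DiI fluorescence as measure of HDL uptake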
SR-BI DiI inh: mouse SR-BI HDL lipid transfer inhibition | ldlA[mSR-BI] CHO cells, DiI-HDL uptake fluorescence, 3 h | inhibition, % at 12.5 µM | actives 0.96% (n = 320,000);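 active means mean replicate inhibition of at least 70% and a set share of replicates each scoring 70 or more; inconclusive means meets just one of the two criteria; inactive means fails both criteria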;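 further: 0% = median of neutral control wells and 100% = median of positive control wells; values of inactives mirror those of a sister screen read the other way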
NSD2 inh: inhibitors of human histone methyltransferase NSD2; AID 743445; O96028; actives 0.54% (n = 310,000); inhibition, % at 12.5 µM; NSD2 peptide methylation, AlphaScreen, 120 min; in the data active means inhibition above about 50%
C-LANA FP: blocks KSHV LANA C-terminal domain binding to DNA. MBP-C-LANA/FAM-LBS DNA binding, fluorescence polarization. inhibition, % at 9 µM. actives 0.078% (n = 340,000). AID 504423;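 active means highest replicate inhibition at or above 60% at 9 µM, even if other replicates fall short; inactive means all replicates below 60% inhibition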;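 further: 0% = neutral control wells and 100% = 4 µM acridine orange control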
Keap1-Nrf2 PPI: disrupts human Keap1 binding to Nrf2 peptide; Q14145; Keap1 Kelch-Nrf2 peptide fluorescence polarization, 1536-well; inhibition, % at 9.4 µM; actives 0.15% (n = 340,000); AID 504523; in the data active means inhibition above about 12%; inconclusive means no clear call, values can overlap the other calls; inactive means below about 7.3%;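 further: human Keap1 Kelch domain with fluorescein labeled Nrf2 9mer peptide probe; 0% = neutral control wells and 100% = peptide positive control; higher means more block of Keap1 binding to Nrf2 peptide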
Arrestin-AP2 inh: human beta-arrestin and AP2 interaction inhibition; FITC-arrestin peptide / GST-AP2 beads, flow cytometry; AP2 beta2 appendage carries R879A mutation; AID 504490; actives 0.31% (n = 340,000); inhibition, % at 10 µM;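 active means inhibition above a set limit, near 3 SD of compounds lacking own fluorescence, cut at about 54% in these data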;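 further: plate controls were DMSO wells for no effect and 5 µM unlabelled arrestin peptide for full effect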
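test system = AP2 appendage R879A on GSH beads | buffer or medium = PBS plus Tween 20 (0.05%) and BSA (0.1%) | incubation = 12 min plus 1 h, RT | detection = bead flow cytometry, FITC channel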
RTF Ca sens inh: cardiac RTF calcium desensitization | P19429+P45379 | IANBD-labeled cardiac RTF, Ca2+ fluorescence | inhibition, % at 7.15 µM | actives 0.12% (n = 340,000) | AID 493244;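 active means inhibition above the mean inhibition of all tested compounds plus 3 SD, cut at about 17% in these data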;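 further: assay run at fixed EC70 calcium of 1.6 mM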
PKA-R2B activ: PKA-R2B complex activation. P22694+P31323. PKA-R2B holoenzyme dissociation, Cy5-IP20 fluorescence polarization; R2B truncated from residue 108, S112A mutant; 0% DMSO only, 100% 113 µM cGMP. activation, % at 11.4 µM. actives 0.079% (n = 340,000);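 active means activation above a cutoff set at the mean over all compounds plus 3 SD, cut at about 18% in these data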;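 further: higher means more holoenzyme dissociation and a rise in polarization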
Target sequence (P31323 whole entry, looked up, other chains not shown, the tested form may be a part): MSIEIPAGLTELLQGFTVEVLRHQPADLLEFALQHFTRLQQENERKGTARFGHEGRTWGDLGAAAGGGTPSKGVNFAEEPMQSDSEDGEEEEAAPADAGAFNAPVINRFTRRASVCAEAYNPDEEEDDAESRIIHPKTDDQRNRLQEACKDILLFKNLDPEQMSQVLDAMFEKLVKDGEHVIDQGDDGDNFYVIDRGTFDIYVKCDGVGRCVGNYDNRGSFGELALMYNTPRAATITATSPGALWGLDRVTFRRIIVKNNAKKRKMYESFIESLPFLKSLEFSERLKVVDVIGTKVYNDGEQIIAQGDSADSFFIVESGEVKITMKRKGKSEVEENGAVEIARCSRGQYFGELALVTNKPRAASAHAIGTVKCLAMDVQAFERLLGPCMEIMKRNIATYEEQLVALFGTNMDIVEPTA
PvdQ acylase: blocks Pseudomonas aeruginosa PvdQ acylase activity | AID 488965 | purified PvdQ acylase, fluorescence plate reader | actives 0.063% (n = 340,000) | inhibition, % at 10 µM; in the data active means inhibition above about 30%, passing the limit was not always enough; inconclusive means no clear call, values can overlap the other calls;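 further: 0% = vehicle neutral wells and 100% = reference inhibitor wells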
DAGLB inhibitor: blocks human DAGLB lipase activity; actives 0.059% (n = 340,000); inhibition, % at 5.17 µM; Q8NCG7; HEK293T DAGLB membrane lysate, EnzChek fluorogenic substrate; in the data active means inhibition above about 34%;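 further: 0% = enzyme with vehicle and 100% = wells lacking enzyme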
Target sequence (Q8NCG7 whole entry, looked up): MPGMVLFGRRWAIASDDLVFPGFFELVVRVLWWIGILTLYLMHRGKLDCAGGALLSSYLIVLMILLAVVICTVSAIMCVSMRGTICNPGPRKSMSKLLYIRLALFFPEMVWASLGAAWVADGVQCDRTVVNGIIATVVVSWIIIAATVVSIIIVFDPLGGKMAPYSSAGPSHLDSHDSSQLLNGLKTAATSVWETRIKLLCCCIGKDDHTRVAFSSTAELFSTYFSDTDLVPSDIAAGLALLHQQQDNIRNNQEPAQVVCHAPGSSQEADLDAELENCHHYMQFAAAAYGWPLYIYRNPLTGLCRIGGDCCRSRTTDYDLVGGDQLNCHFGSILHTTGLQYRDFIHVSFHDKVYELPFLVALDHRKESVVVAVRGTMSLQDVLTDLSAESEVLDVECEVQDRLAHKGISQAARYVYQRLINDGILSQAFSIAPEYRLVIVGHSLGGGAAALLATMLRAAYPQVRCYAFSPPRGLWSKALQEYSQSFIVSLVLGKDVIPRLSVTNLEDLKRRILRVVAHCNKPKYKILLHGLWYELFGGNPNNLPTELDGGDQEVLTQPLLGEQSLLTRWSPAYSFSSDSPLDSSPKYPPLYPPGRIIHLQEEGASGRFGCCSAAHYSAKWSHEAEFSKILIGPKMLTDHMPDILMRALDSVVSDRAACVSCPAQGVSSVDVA
The depositor's hits bear a star; ? = inconclusive; . = not tested or not shown.

SMILES	SR-BI DiI-HDL act	SR-BI DiI inh	NSD2 inh	C-LANA FP	Keap1-Nrf2 PPI	Arrestin-AP2 inh	RTF Ca sens inh	PKA-R2B activ	PvdQ acylase	DAGLB inhibitor
COc1ccc(S(=O)(=O)NCc2ccccn2)cc1Br	31.4	-31.4	-0.9	-0.1	-2.7	-5.2	-9.7	-1.2	-13.3	-3.5
Cc1cccc(C(=O)Nc2nnc(S(=O)(=O)N(C)Cc3ccco3)s2)c1	-0.3	0.3	-0.3	0.6	-1.6	-1.3	-7.9	2.9	-14.1	2.3
CC(=O)c1c(C)n(CC(=O)NCc2ccc3c(c2)OCO3)c2ccccc12	-5.7	5.7	-0.4	0.6	-4.0	15.4	-4.0	-7.6	4.5	-6.0
O=S(=O)(Nc1ccc(Br)cc1)c1cccc(NC(=S)NCCN2CCOCC2)c1	.	.	1.4	0.0	2.7	22.5	-3.1	-4.3	5.5	-3.1
N#Cc1ncccc1CCc1cccc(Cl)c1	-8.0	8.0	-2.5	1.5	7.9	1.3	2.1	-2.2	-2.9	-3.6
Cc1ccccc1C(=O)N1N=C(c2ccc(NS(C)(=O)=O)cc2)CC1c1cccs1 (centres undefined)	-30.9	30.9	0.7	-2.0	-4.0	9.3	-3.1	-7.4	-16.1	4.5
C#CCn1c(=NC(=O)c2cccs2)sc2cccc(OCC)c21	-38.6	38.6	.	2.3	0.1	5.1	2.5	-1.2	-2.7	-5.4
O=C(O)C1CCN(S(=O)(=O)c2cccc3nsnc23)CC1	8.6	-8.6	-4.0	1.1	-2.3	-1.6	-10.1	7.6	-14.8	0.9
O=C(NN=C1C2CC3CC1CC(Cl)(C3)C2)c1ccccn1	8.8	-8.8	-4.3	0.2	-4.8	5.9	-1.1	-0.5	-16.9	-1.4
Cn1c(SCC(=O)NC(=O)c2cccc([N+](=O)[O-])c2)nnc1-c1ccc(F)cc1	12.1	-12.1	1.2	3.4	-2.0	20.5	-10.0	-8.2	-1.2	0.3
CCOc1c2ccc(C(=O)NC3CCCc4ccccc43)cc2nn1CC (centres undefined)	-57.3	57.3	.	1.6	-1.5	5.3	-6.5	-6.4	-11.4	-0.2
CCN1C(=O)/C(=C\c2ccc3c(c2)OCO3)C(C(=O)OC)=C1C	8.7	-8.7	1.9	-0.4	-14.4	15.0	-3.5	-10.7	0.0	1.0
CCCc1ncc(C(O)c2cccc(OC)c2)n1C (centres undefined)	9.0	-9.0	0.0	0.9	6.1	37.2	-9.1	3.8	-12.1	-0.1
Cc1cc(Cl)ccc1NC(=S)NCC(C)C	-65.4	65.4	-0.9	1.0	-4.3	12.1	-3.2	-7.3	6.2	0.3
O=C(CCNC(=O)c1ccc([N+](=O)[O-])cc1)Nc1ccc(F)cc1	1.0	-1.0	-3.4	0.9	-5.6	-2.3	-7.2	9.5	-7.1	1.2
Cc1cnc2cc(Cl)ccc2c1SCC(=O)O	10.5	-10.5	1.3	-1.0	-4.4	-17.3	1.9	-6.8	-13.6	1.4
CCc1ccccc1NC(=O)c1cc(-c2ccco2)on1	-6.8	6.8	-2.3	-1.8	-4.3	5.4	-4.8	-19.9	9.6	-6.9
Cc1nn(-c2ccc(F)cc2)c(Cl)c1/C=C/C(=O)OCC(=O)Nc1c(F)c(F)c(F)c(F)c1F	7.3	-7.3	9.7	1.4	0.0	104.1*	8.3	-1.7	-6.8	-2.0
Cc1c(C)c2ccc(OCC(=O)N3CC[C@@]4(O)CCCC[C@H]4C3)cc2oc1=O	-24.9	24.9	.	1.1	-2.7	5.3	0.6	7.2	-0.3	-1.0
Cc1nn2c(N3CCOCC3)c3c(nc2c1-c1ccccc1)CCCC3	-23.8	23.8	-10.4	2.0	2.5	19.8	1.7	-1.7	-5.9	-4.0
CC1=C(C(=O)OCc2ccc3c(c2)OCO3)C(c2cccc([N+](=O)[O-])c2)NC(=O)N1 (centres undefined)	-25.7	25.7	0.4	-0.9	-1.3	-12.9	-8.1	-9.6	-9.2	3.5
O=C(c1ccc(Cl)cc1)c1c[nH]c(C(=O)C(Cl)(Cl)Cl)c1	23.3	-23.3	0.6	0.4	-8.2	-8.7	-0.5	1.9	-17.7	-1.4
O=C(CN1C(=O)C2C3C=CC(C3)C2C1=O)NCCC1=CCCCC1 (centres undefined)	-5.1	5.1	2.1	0.5	-4.7	-6.7	-2.6	-3.2	-10.8	-4.1
COc1ccc(OC)c(C2=Nn3c(nnc3-c3ccncc3)SC2)c1	.	.	2.0	0.5	2.9	7.8	3.2	-5.0	-7.8	-5.7
CSc1nc(C)c2c(n1)N(c1cccc(C)c1)CC2	-17.8	17.8	-7.7	2.5	-2.6	-6.8	-1.3	-7.0	-8.4	-5.4
Additional structures.
SMILES	SR-BI DiI-HDL act	SR-BI DiI inh	NSD2 inh	C-LANA FP	Keap1-Nrf2 PPI	Arrestin-AP2 inh	RTF Ca sens inh	PKA-R2B activ	PvdQ acylase	DAGLB inhibitor
CCc1ccc(CNC(=O)c2cc3c(C)nc4ccccc4c3o2)cc1	4.7	-4.7	.	-0.5	-8.8	6.4	2.5	0.6	-9.6	-4.4
COc1ccccc1N1C(=O)CC(Sc2nc(C)cc(C)n2)C1=O (centres undefined)	0.5	-0.5	-1.1	1.9	2.0	9.2	-4.3	5.6	-2.6	0.5
CCc1n[n+](CC(=O)c2ccccc2)c(N)s1	16.3	-16.3	-1.4	0.1	-1.6	6.9	9.9	-9.9	-4.7	-7.2
Cc1csc(NC(=O)[C@@H]2CCCN2C(=O)c2cccs2)n1	-0.6	0.6	-1.7	-3.2	-1.1	42.3	-0.3	-3.6	10.1	-0.6
CC(C)Cc1nnc(NC(=O)CCC(=O)N2CCN(c3ccc(Cl)cc3)CC2)s1	-2.4	2.4	-6.5	0.1	-5.9	5.3	-4.8	-6.9	-15.5	3.7
Cc1ccc(CC(=O)Nc2cccc(C#N)c2)cc1	-6.2	6.2	-1.9	-1.5	-3.7	21.7	-0.7	-8.2	13.5	-1.6
COc1ccc2c(c1)cc1c(=O)n(CC(=O)NCCCOC(C)C)nc(C)n12	-35.4	35.4	5.3	1.1	-2.8	14.2	-7.0	12.6	-12.0	-1.8
Cc1ccc(-c2cc(C(F)(F)F)n3nc(C(=O)N4CCN5CCCC5C4)cc3n2)cc1 (centres undefined)	-66.7	66.7	75.0*	-0.9	0.7	23.4	9.6	-5.9	5.7	-7.7
CCn1cc([N+](=O)[O-])c(C(=O)N2N=C(c3cccc4ccccc34)CC2c2ccccc2O)n1 (centres undefined)	5.6	-5.6	0.1	-1.8	0.8	20.6	-4.5	1.3	11.9	0.2
O=S(=O)(Nc1nc2c(s1)CCCC2)c1ccc2ccccc2c1	.	-40.6	32.1	0.8	-4.2	6.0	4.0	-5.4	-13.7	3.0
CC1(C)C(C=C(Cl)Cl)C1C(=O)Nc1ccc(S(=O)(=O)Nc2ncccn2)cc1 (centres undefined)	7.4	-7.4	-0.2	1.6	-2.3	0.4	-8.4	-1.3	-11.7	2.6
CCCN1CCN(CCCNC(=O)c2ccc3nc(N4CCCCC4)sc3c2)CC1	5.6	-5.6	.	0.4	-7.2	-0.4	-10.3	-6.7	6.5	-1.7
COc1ccc(C(C(=O)NC2CCCC2)N(Cc2cccs2)C(=O)c2ccn[nH]2)cc1OC (centres undefined)	-9.6	9.6	0.1	0.2	-7.6	4.1	-10.6	0.0	-11.3	2.8
Cc1cc(C)nc(SCC(=O)N/N=C/c2cc(C)n(-c3ccccc3C)c2C)n1	-85.2	85.2*	4.1	14.6	?	3.7	-7.0	-10.5	8.0	1.0
COCCn1cnc2c(c1=O)c1nc3ccccc3nc1n2/N=C/c1cccc(OC)c1	-56.8	56.8	0.5	0.7	3.6	-20.7	6.7	4.9	-18.9	1.9
CCN(CC)S(=O)(=O)c1ccc(Cl)c(OC)c1	-4.0	4.0	0.2	-3.9	0.1	11.6	4.6	-1.9	6.6	-1.6
CC(=O)Nc1nc2nc(-c3ccccc3)cc(-c3ccccc3)n2n1	-2.5	2.5	1.8	2.4	-4.5	13.0	-0.1	0.1	9.9	0.2
COC(=O)c1cccc(NC(=O)CSc2nnnn2C)c1	10.6	-10.6	-6.4	-0.2	-2.5	5.3	-22.4	-2.1	-10.7	-1.4
Cn1c(=O)c2c(ncn2CC(=O)OCCCC(=O)c2ccc(Br)cc2)n(C)c1=O	10.5	-10.5	-0.9	1.3	-2.1	44.2	2.7	-4.2	0.2	1.8
Cn1c(SCc2ccc(F)cc2)nnc1-c1cnccn1	-4.5	4.6	-1.3	2.1	3.0	7.6	-3.1	0.8	-6.4	1.7
O=C(O/N=C1/CCCc2occc21)c1ccc(Cl)cc1Cl	-11.3	11.3	4.3	-0.9	-0.7	-3.6	2.9	-1.2	-24.9	-12.2
CC(C)C[C@H](NC(=O)OC(C)(C)C)C(=O)N/N=C/C1=Cc2ccccc2OC1C (some centres undefined)	3.1	-3.1	-3.9	-0.7	1.5	6.7	2.9	-6.3	-1.6	0.2
COc1cc(-c2cc(N)n(S(=O)(=O)c3ccc(F)cc3)n2)cc(OC)c1OC	-17.4	17.4	.	-0.4	3.0	18.6	-3.7	5.3	3.9	-1.7
O=C(CN1C(=O)NC2(CCCCC2)C1=O)Nc1ccc(Cl)cc1	3.9	-3.9	-1.0	-0.5	-9.8	-6.2	-5.6	1.4	-11.9	-1.1
COc1ccc2cc(C(C)=O)c(=O)oc2c1	42.4	-42.4	-1.7	0.8	4.2	-9.0	-1.1	6.4	-10.7	-0.6
Cc1cc(-c2csc(NCc3ccccc3)n2)c(C)n1C	0.7	-0.7	.	-1.7	-5.5	-25.0	-5.5	-6.2	-15.9	11.7
O=C1C=C(c2ccc(C(=O)O)cc2)C[C@@H](c2ccc(F)cc2)C1	3.4	-3.4	.	0.5	-6.8	11.0	-3.6	-3.7	-4.6	-0.1
CC(C)OCCCNc1ncc2c(n1)CC(c1ccccc1)CC2=O (centres undefined)	-30.8	30.8	2.2	-1.3	-0.2	2.7	-1.7	-13.8	-6.7	-9.7

Ordered by length of the SMILES (highest first): some entries from above
SMILES	SR-BI DiI-HDL act	SR-BI DiI inh	NSD2 inh	C-LANA FP	Keap1-Nrf2 PPI	Arrestin-AP2 inh	RTF Ca sens inh	PKA-R2B activ	PvdQ acylase	DAGLB inhibitor
COc1ccc(OC)c(C2=Nn3c(nnc3-c3ccncc3)SC2)c1	.	.	2.0	0.5	2.9	7.8	3.2	-5.0	-7.8	-5.7
CC(C)OCCCNc1ncc2c(n1)CC(c1ccccc1)CC2=O (centres undefined)	-30.8	30.8	2.2	-1.3	-0.2	2.7	-1.7	-13.8	-6.7	-9.7
Cn1c(SCc2ccc(F)cc2)nnc1-c1cnccn1	-4.5	4.6	-1.3	2.1	3.0	7.6	-3.1	0.8	-6.4	1.7
Cc1cnc2cc(Cl)ccc2c1SCC(=O)O	10.5	-10.5	1.3	-1.0	-4.4	-17.3	1.9	-6.8	-13.6	1.4

Random draw from the library; overall some 2.1% were active at least once.
